RSV antiviral HEp-2 = inhibition of RSV-induced cytopathic effect – HEp-2 cells, primary 10 µM value included (AID 2391); hit rate 0.13% among 310,000; HEp-2 cells, RSV-induced CPE inhibition; higher % means a stronger effect; CPE inhibition, % at 10 µM, or IC50 in µM where a hit was titrated; in the data active = a potency from the dose series; note: strong numbers were not always called active
SV40 large T antigen = SV40 large T antigen inhibitors, biochemical (AID 1903); SV40 large T antigen ATPase/helicase inhibition assay; higher % means a stronger effect; inhibition, % at 20 µM; hits with a dose series show IC50 in µM; hit rate 0.39% among 310,000; in the data active = a potency from the dose series; note: strong numbers were not always called active
TNAP activation fold = human TNAP enzyme activators, primary screen, biochemical, luminescent, no phosphate acceptor, uHTS (AID 1001); hit rate 0.03% among 200,000; activation fold at 20 µM, or EC50 in µM where a hit was titrated; purified TNAP, luminescent activation assay, no phosphate acceptor; higher activation fold means a stronger effect; in the data active = activation fold from about 3, or a potency from the dose series; inactive = the rest, 99 in 100 with activation fold below about 1.6; note: many of its hits are not listed in these tables
CSM14.1 death rescue = rescue of cells from ER stress-induced death, primary screen, 384-well, CSM14.1, thapsigargin, ATP luminescence (AID 1222). CSM14.1 thapsigargin-induced death rescue, ATP luminescence; higher % means a stronger effect. cellular ATP content (survival), % at 20 µM, or EC50 in µM where a hit was titrated. 190,000 tested, under 10 active;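 active = EC50 below 50 µM in the dose-response confirmation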;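 note: death triggered by thapsigargin at about 15 µM added after 2 h compound pretreatment; cell ATP read after overnight thapsigargin exposure of roughly 18 to 22 hours; normalized against plate controls of thapsigargin alone and 5% DMSO vehicle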
PMI inhibition = human PMI inhibitors, high substrate, primary screen, biochemical, fluorescence intensity, high mannose 6-phosphate (AID 1220). inhibition, % at 20 µM, or IC50 in µM where a hit was titrated. recombinant PMI enzyme, coupled fluorescence intensity; higher % means a stronger effect. hit rate 0.66% among 190,000
Insulin prom up = MIN6 insulin promoter up-regulation. MIN6 insulin promoter-GFP reporter, high-content imaging; stronger effect = higher value. hit rate 0.3% among 190,000. z-score at 5 µM. AID 1625;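 active = z-score above 3 at 5 µM with at least 500 cells counted in the well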
PMI inhibitors = MPI enzyme activity inhibition – biochemical, fluorescence intensity, coupled assay, primary screen (AID 1209). purified PMI enzyme, coupled fluorescence intensity; higher % means a stronger effect. hit rate 0.42% among 190,000. inhibition, % at 20 µM, or IC50 in µM where a hit was titrated;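 note: plate controls were DMSO vehicle for no effect and wells lacking substrate for full effect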
PhoP inhibition = PhoP-dependent GFP reporter repression – Salmonella Typhimurium, primary screen (AID 1863) | S. Typhimurium PhoP-regulated promoter GFP reporter, 4 h; higher % means a stronger effect | inhibition, % at 50 µM; hits with a dose series show IC50 in µM | hit rate 0.16% among 300,000;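 active = inhibition over 29.93%, a cutoff 3 SD above the screen mean, later confirmed by dose response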;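 note: 0% = low Mg2+ inducing control and 100% = high Mg2+ repressing control; strong numbers were not always called active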
West Nile antiviral = West Nile virus antiviral activity, cell-based, CPE readout (AID 1621) | West Nile virus-infected cells, CPE inhibition; higher % means a stronger effect | CPE inhibition, % at 10 µM; hits with a dose series show IC50 in µM | hit rate 0.02% among 290,000; in the data active = a potency from the dose series; note: strong numbers were not always called active
Insulin prom up cell count = second read-out of Insulin prom up, no call of its own (marks repeat the call); cell count; measured here: cytotoxicity, nuclei count;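 total cells summed across four imaged fields per well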
Starred values were filed as active, the others as inactive; · = not tested or not shown. Cut-off read from the data, not from the text of the source, unless noted: active = inhibition above about 50%; inactive = the rest.

Results follow in this order: RSV antiviral HEp-2	SV40 large T antigen	TNAP activation fold	CSM14.1 death rescue	PMI inhibition	Insulin prom up	Insulin prom up cell count	PMI inhibitors	PhoP inhibition	West Nile antiviral
c1ccc(-c2nnc(CN3CCCc4ccccc43)o2)cc1
→ 13%	6%	1.1	-1.9%	-107%	1.1	1021	-53%	8%	0.6%
COc1ccc(/C=C(\NC(=O)c2ccccc2)C(=O)NC2CCS(=O)(=O)C2)cc1 (centres undefined)
→ -1.4%	6%	·	·	·	-0.57	1006	·	-16%	0.2%
CC(C)CCC(C(=O)O)C(C)CC(=O)Nc1ccn(-c2ccccc2)n1 (centres undefined)
→ 1.1%	7%	·	·	·	·	·	·	-9%	0.0%
O=C(N=c1nc2ccccn2s1)c1ccccc1
→ 1.1%	·	1	-5.4%	-6%	·	·	-2%	·	·
CCOC(=O)c1ccc(N2C(=O)CC(Sc3nc(O)c(CC)c(=O)[nH]3)C2=O)cc1 (centres undefined)
→ 1.8%	10%	1	2.0%	-5%	0.16	1187	0%	0%	-0.1%
S=C(NC1CCCCC1)N1CCOCCOCCN(C(=S)NC2CCCCC2)CCOCC1
→ 8.0%	12%	·	·	·	-2.7	840	·	-4%	0.4%
COc1ccc(S(=O)(=O)NCc2cccnc2)c2ccccc12
→ 6.0%	-3%	·	·	·	·	·	·	9%	0.2%
CC1CCCCC1NC(=O)COC(=O)c1ccc(N(C)C)cc1 (centres undefined)
→ 1.5%	3%	1.1	-2.8%	7%	0.51	932	11%	5%	-0.7%
COc1cc(OC)c(C(=O)Nc2ccncc2)cc1OC
→ 0.0%	11%	·	·	·	·	·	·	-5%	-0.4%
COc1ccc(CNC(=O)[C@@H](NC(=O)C2CCN(S(=O)(=O)c3ccccc3)CC2)C(C)C)cc1
→ 1.4%	1%	·	·	·	·	·	·	6%	-0.7%
CC1CN(C(=S)Nc2cccc(Cl)c2)CC(C)O1 (centres undefined)
→ 0.2%	7%	·	·	·	·	·	·	-4%	-0.8%
CCN1C(=O)c2cccc3c(S(=O)(=O)Nc4ccccc4O)ccc1c23
→ 2.3%	3%	·	·	·	·	·	·	2%	0.4%
CC(C)(C)C(Cn1ccnc1)NC(=O)c1ccc2nc(C3CC3)oc2c1 (centres undefined)
→ 0.9%	25%	·	·	·	·	·	·	-5%	-0.3%
COc1ccc(C(O)c2nccn2Cc2ccccc2)cc1OC (centres undefined)
→ 16%	0%	0.8	-2.1%	9%	1.4	1325	9%	1%	-0.9%
CCCCNC(=O)Cn1c(-c2ccc(OC)cc2)noc1=O
→ 0.9%	4%	1	-0.8%	10%	-1.2	973	2%	-1%	-0.3%
CCC(=O)Nc1c2c(nn1-c1cccc(Cl)c1)CS(=O)(=O)C2
→ 3.4%	14%	·	·	·	·	·	·	0%	-0.5%
CCOC(=O)C(=O)c1c(C)cc2ccccn12
→ ·	14%	1	-2.6%	-2%	-0.47	1292	-6%	1%	0.4%
CC(C)c1ccc(N2C(=O)CC(Sc3ncccn3)C2=O)cc1 (centres undefined)
→ 4.3%	12%	·	·	·	·	·	·	3%	-0.6%
Cc1cc(NC(=O)c2n[nH]c(=O)c3ccccc23)ccc1Br
→ -0.6%	17%	·	·	·	-0.11	1420	·	-5%	0.0%
COc1cc(COCC(O)CN2C(C)CCCC2C)cc(OC)c1OC (centres undefined)
→ 1.1%	5%	·	·	·	·	·	·	4%	-0.5%
O=C(Nc1cc(C(F)(F)F)ccc1N1CCOCC1)c1n[nH]c(=O)c2ccccc12
→ 0.8%	8%	1	2.5%	1%	-1.3	1226	-4%	-6%	0.4%
O=C(NCCCCc1ccccc1)Nc1ccc(F)cc1
→ 13%	10%	·	·	·	·	·	·	-6%	-0.8%
C=CCNC(=S)NNC(=O)COc1ccc(Cl)cc1Cl
→ -1.5%	5%	0.9	1.5%	-18%	0.32	1665	-13%	-19%	-0.8%
Cc1ccc(C)c(C(=O)C(C)OC(=O)CN2C(=O)NC3(CC(C)CC(C)(C)C3)C2=O)c1 (centres undefined)
→ 1.6%	9%	·	·	·	·	·	·	-1%	-0.1%
COC(=O)c1ccc(/C=N/n2c(C)nc3ccccc3c2=O)cc1
→ 4.5%	7%	·	·	·	·	·	·	-3%	-0.4%
COc1ccc(N(CC(=O)N/N=C/c2ccccc2OC)S(=O)(=O)c2ccccc2)cc1
→ 0.1%	2%	·	·	·	·	·	·	-1%	-0.3%
CC(C)[C@H](NC(=O)C1CC(=O)N(c2ccc(F)cc2)C1)C(=O)N1CCCCC1 (some centres undefined)
→ 2.2%	7%	·	·	·	·	·	·	-8%	-0.1%
CCCCn1c(SCC(=O)c2ccc3c(c2)OCCO3)nnc1-c1ccoc1C
→ 3.6%	17%	1.1	-1.6%	-3%	-0.29	1286	5%	-2%	·
Cc1ccc(-n2c(SCC(=O)N3CCOCC3)nnc2-c2cccnc2)cc1C
→ 1.3%	9%	1.1	0.0%	-5%	-0.63	1209	-3%	-7%	0.0%
Cc1ccccc1Nc1nc(N)nc(CSc2ccc(F)cc2)n1
→ -0.8%	5%	1	-6.4%	0%	-0.53	1160	-2%	-1%	-0.4%

(further entries)
Results follow in this order: RSV antiviral HEp-2	SV40 large T antigen	TNAP activation fold	CSM14.1 death rescue	PMI inhibition	Insulin prom up	Insulin prom up cell count	PMI inhibitors	PhoP inhibition	West Nile antiviral
Cn1c(=O)c2[nH]c(-c3ccccc3)nc2n(C)c1=O
→ ·	26%	1.1	9.6%	-8%	·	·	-5%	-1%	1.3%
O=C(NC1CCSc2ccccc21)c1ccc(Cl)c(S(=O)(=O)N2CCOCC2)c1 (centres undefined)
→ 3.7%	9%	·	·	·	·	·	·	6%	-0.6%
C=CCOC(=O)/C(=C\C=C\c1ccccc1)NC(=O)c1ccccc1
→ 3.7%	4%	1.1	0.2%	7%	0.13	1445	6%	-9%	-0.6%
O=C(CN(Cc1cccs1)C(=O)CN1C(=O)COc2ccccc21)NCc1ccco1
→ -0.6%	5%	1.1	-4.0%	-5%	0.57	953	-3%	-4%	-0.3%
COc1ccccc1NC(=O)CSc1nnc(CCC(=O)Nc2ccccc2F)n1C
→ 1.4%	9%	·	·	·	0.62	1014	·	-4%	0.1%
Cc1c(C(=O)NCCO)sc2nc3n(c(=O)c12)CCC3
→ 2.0%	9%	1.1	-0.8%	9%	0.27	1496	13%	-5%	-0.3%
Cc1cc(C)n(-c2nc(Nc3ccccc3)nc(-n3nc(C)cc3C)n2)n1
→ 0.6%	1%	1.1	0.7%	1%	-0.18	1152	1%	-5%	0.3%
Cc1cccc(NC(=O)c2cc(-c3cc(Cl)ccc3O)n[nH]2)c1
→ 3.3%	20%	·	·	·	·	·	·	6%	-0.8%
CCc1ccc(NC(=S)/N=C(\N)Nc2nc(C)c3cc(CC)ccc3n2)cc1
→ 4.1%	2%	1.2	-1.8%	9%	·	·	11%	4%	-0.8%
Cc1ccc(C(=O)/C=C/c2ccc3ncccc3c2)cc1
→ 20%	17%	·	·	·	·	·	·	-6%	-0.6%
COCCCN(C(=S)NC(=O)C(C)(C)C)c1c(N)n(Cc2ccccc2)c(=O)[nH]c1=O
→ 1.4%	18%	·	·	·	-0.36	1433	·	-1%	0.2%
O=C(COC(=O)c1ccc(NS(=O)(=O)c2ccc(Br)s2)cc1)NC1CCCC1
→ 0.9%	1%	1	-0.2%	-1%	0.48	1538	4%	8%	0.3%
CCOc1ccc(C(C)(N)C(=O)O)cc1 (centres undefined)
→ -0.8%	2%	1.1	-2.6%	-5%	0.18	1233	5%	11%	-0.2%
Cc1cc(C)c(NC(=O)CSc2nnc(Cc3cccn3C)n2-c2ccc(F)cc2)c(C)c1
→ 12%	6%	1.1	1.0%	9%	0.38	1456	-1%	0%	-0.5%
O=S(=O)(Nc1ccc(Cl)cc1)c1ccc(N2CCOCC2)c(NC(=S)NC2CC2)c1
→ -0.2%	5%	1.1	-0.4%	42%	-0.09	1291	61%*	-6%	-0.3%
CC(=O)c1cccc(NC(=O)COC(=O)COc2ccc(Cl)cc2)c1
→ 0.2%	14%	1.1	-1.5%	6%	0.81	1594	4%	-4%	0.0%
COc1ccc(CN2CCCC(N3CCN(c4cccc(Cl)c4)CC3)C2)cc1OC (centres undefined)
→ -0.5%	12%	·	·	·	·	·	·	-1%	-0.7%
O=C(Nc1ccc(-c2n[nH]c(=S)o2)cc1)c1ccccc1
→ 2.8%	14%	·	·	·	·	·	·	1%	0.7%
N=C1C(c2ccccc2)=C(O)CN1CCO
→ 1.1%	16%	1.1	-1.0%	0%	0.4	1361	3%	-9%	0.4%
Clc1ccccc1CSC1=NCCN1
→ 0.3%	5%	1	3.0%	-1%	-1.5	1566	3%	-12%	-1.1%
Cc1c(C(=O)O)sc2nc(SCC(=O)Nc3ccc(S(=O)(=O)NCCCC(=O)O)cc3)[nH]c(=O)c12
→ 0.6%	13%	1.1	-0.4%	-20%	-0.47	1304	-25%	-9%	0.0%
COc1ccc(C#Cc2c(-c3ccsc3)oc3ccc(N4CCOCC4)cc23)cc1
→ 2.0%	25%	·	·	·	·	·	·	11%	0.1%
Cc1ccc(C(=O)NC(=S)Nc2c(C)ccc3nsnc23)cc1
→ 2.8%	2%	1	-3.1%	29%	0.38	1334	28%	3%	-0.2%
O=C(CC(=O)Nc1cccc(F)c1)Nc1cccc(F)c1
→ 0.8%	6%	·	·	·	·	·	·	0%	-0.9%
CC(NC(=O)Cn1cc(Br)c([N+](=O)[O-])n1)c1ccccc1 (centres undefined)
→ 4.5%	11%	·	·	·	·	·	·	-6%	-1.1%
CCCN(Cc1cc2ccc(C)cc2[nH]c1=O)S(=O)(=O)c1ccccc1
→ -1.1%	-2%	1.1	-1.1%	-1%	·	·	1%	-2%	0.1%
COc1ccc2c(c1)nc(SCC(=O)c1ccc(Br)s1)n2C
→ 7.2%	12%	0.9	0.6%	-49%	·	·	-13%	6%	0.4%
Cc1c(C(=O)Nc2ccncc2)sc2nc(-c3ccc(F)cc3)cn12
→ 39%	8%	1.1	-2.3%	10%	-1.3	1540	7%	0%	-0.6%
COc1ccccc1C(=O)Nc1ccnn1C1CCN(C/C=C/c2ccc(F)cc2)CC1
→ 0.8%	4%	·	·	·	·	·	·	3%	-0.2%
COC(=O)C(C(=O)NCC1CCCO1)C1CCCC1 (centres undefined)
→ 1.3%	5%	0.9	1.7%	5%	·	·	4%	-2%	0.7%
O=C(NCc1cccs1)C1CCCCC1
→ 2.8%	3%	1.1	-0.9%	5%	0.39	886	6%	2%	0.5%
CC1CC(C)CN(C(=O)c2ccc(C#N)cc2)C1 (centres undefined)
→ 3.6%	7%	1.1	-0.8%	3%	·	·	-1%	9%	0.8%
COCCNC(=O)CCc1nc(-c2ccccc2)no1
→ 1.4%	18%	1.1	-1.5%	16%	-0.15	1988	17%	2%	1.4%

3 entries from above, ordered by SMILES length, largest number first:
Results follow in this order: RSV antiviral HEp-2	SV40 large T antigen	TNAP activation fold	CSM14.1 death rescue	PMI inhibition	Insulin prom up	Insulin prom up cell count	PMI inhibitors	PhoP inhibition	West Nile antiviral
O=C(CN(Cc1cccs1)C(=O)CN1C(=O)COc2ccccc21)NCc1ccco1
→ -0.6%	5%	1.1	-4.0%	-5%	0.57	953	-3%	-4%	-0.3%
COc1ccc(C#Cc2c(-c3ccsc3)oc3ccc(N4CCOCC4)cc23)cc1
→ 2.0%	25%	·	·	·	·	·	·	11%	0.1%
COc1ccc2c(c1)nc(SCC(=O)c1ccc(Br)s1)n2C
→ 7.2%	12%	0.9	0.6%	-49%	·	·	-13%	6%	0.4%
